Compound activity as filed in PubChem BioAssay.
MCF10A rereplic = inducers of DNA re-replication in MCF 10A breast cells. AID 624296. Potency, µM (highest dose often 46.1 µM), for inactives: at the highest dose activity, positive = re-replication, actives largely listed as activators. MCF 10A DNA re-replication, Hoechst nuclear intensity, 48 h. 350,000 tested, 2.9% active; also: % of control where 0% means no effect; nearly all actives have a fitted effect of over 50% in size
A549 tox = kills or reduces viability of A549 cells in Nrf2 counter-screen | A549 ARE-Fluc cells, CellTiter-Fluor viability, 18-24 h | 390,000 tested, 0.16% active | Potency, µM (highest dose often 46 µM), for the others: at the highest dose activity change, negative = cytotoxicity, hits mostly inhibitors; also: % is scaled to controls: 0 for no effect and ±100 for the full control effect
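A549 ARE_Fluc cells in 5% FBS OPTI-MEM were exposed to compounds in concentration-response for 18-24 h at 37 deg C. Viability was read by CellTiter-Fluor fluorescence (Ex 405/Em 525) after 30 min, before the luciferase read.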
ATXN2 expr inh = ATXN2 expression inhibition; HEK-293 ATXN2-luciferase reporter, luminescence, 24 h; Potency, µM (titrated, usually from 57 µM), for the others: at the highest dose activity change, negative = inhibition, usual class: inhibitors; 360,000 tested, 0.72% active; AID 1745845; also: % is scaled to controls: 0 for no effect and ±100 for the full control effect; nearly all actives have a fitted effect of over 55% in size
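qHTS (up to 57 uM final) was run with 24 h compound exposure of reporter cells at 37 °C. Each well was multiplexed: SteadyGlo luminescence measured ATXN2-luciferase expression after a fluorogenic Gly-Phe-AFC viability readout (25 uM final).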
HepG2 viability = kills HepG2 cells in TGF-b inhibitor counter-screen. HepG2 CAGA-GFP viability, ATP luminescence, 18 h. Potency, µM (doses to about 46.1 µM), without a hit: top-dose activity change, negative = cytotoxicity, actives largely listed as cytotoxic. 410,000 tested, 0.76% active; also: some results filed as inactive show a strong effect at the top dose
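CellTiter-Glo luminescence gave cytotoxicity after 18 hours at 37 degrees C. The cells were HepG2 CAGA-GFP in 1% FBS DMEM, stimulated with 500 pg/mL TGF-beta after compound addition. %Activity was normalised to no-cell wells (complete cell-killing) and DMSO (no toxicity), and curves were fitted and classified.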
EPAC2 antagonist = EPAC2 (human) antagonism. 360,000 tested, 0.18% active. Potency, µM (doses to about 114 µM), for inactives: at the highest dose activity, negative = inhibition, hits mostly inhibitors. Q8WZA2. EPAC2 GEF exchange of Rap1B-BODIPY-GDP, fluorescence; also: % is scaled to controls: 0 for no effect and ±100 for the full control effect; nearly all actives have a fitted effect of over 45% in size; many of its hits are not listed in these tables
Target sequence (Q8WZA2 whole entry, looked up): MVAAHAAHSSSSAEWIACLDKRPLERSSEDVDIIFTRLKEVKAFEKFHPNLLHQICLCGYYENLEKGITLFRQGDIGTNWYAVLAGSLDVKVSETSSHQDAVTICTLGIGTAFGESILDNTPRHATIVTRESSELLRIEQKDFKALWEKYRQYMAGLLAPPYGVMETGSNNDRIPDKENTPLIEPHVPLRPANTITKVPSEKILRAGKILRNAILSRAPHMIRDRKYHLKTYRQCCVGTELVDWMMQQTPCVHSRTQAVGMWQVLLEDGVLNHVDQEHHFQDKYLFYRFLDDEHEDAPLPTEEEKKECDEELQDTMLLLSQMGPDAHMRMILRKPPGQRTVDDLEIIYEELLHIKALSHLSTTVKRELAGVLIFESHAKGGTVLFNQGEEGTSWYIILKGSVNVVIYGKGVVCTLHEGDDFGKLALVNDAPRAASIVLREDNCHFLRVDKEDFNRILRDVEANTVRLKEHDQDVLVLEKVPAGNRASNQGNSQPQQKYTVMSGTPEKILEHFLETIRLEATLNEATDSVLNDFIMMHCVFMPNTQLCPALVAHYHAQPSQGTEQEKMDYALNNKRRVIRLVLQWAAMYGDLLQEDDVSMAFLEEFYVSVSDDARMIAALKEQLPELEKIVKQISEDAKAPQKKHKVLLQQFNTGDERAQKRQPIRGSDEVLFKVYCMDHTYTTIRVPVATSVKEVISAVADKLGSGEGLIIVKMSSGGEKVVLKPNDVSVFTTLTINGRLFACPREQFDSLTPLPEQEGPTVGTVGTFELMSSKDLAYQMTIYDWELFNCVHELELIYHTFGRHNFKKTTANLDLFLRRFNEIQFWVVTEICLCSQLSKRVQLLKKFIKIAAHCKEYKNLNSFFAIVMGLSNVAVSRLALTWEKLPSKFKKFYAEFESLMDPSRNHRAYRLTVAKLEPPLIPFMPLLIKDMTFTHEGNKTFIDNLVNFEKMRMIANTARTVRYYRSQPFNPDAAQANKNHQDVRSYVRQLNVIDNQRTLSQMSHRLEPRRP
S2 tox = cell viability loss in ATXN counter-screen; S2 cells (HEK-293 line with an ATXN2-luciferase reporter) viability, CellTiter-Fluor protease fluorescence, 24 h; Potency, µM (highest dose often 56.7 µM), hits mostly cytotoxic; 400,000 tested, 0.49% active; also: nearly all actives have a fitted effect of over 40% in size
TGFb inhibitor = blocks TGF-b signaling | HepG2 CAGA-GFP TGF-b/SMAD3 reporter, GFP fluorescence, 18 h; TGF-beta stimulated, 500 pg/mL final | Potency, µM (top dose mostly 46.1 µM), for the others: at the highest dose activity, negative = inhibition, most hits filed as inhibitors | 410,000 tested, 1.2% active | AID 588855; also: % is scaled to controls: 0 for no effect and ±100 for the full control effect; nearly all actives have a fitted effect of over 65% in size
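Using HEPG2 CAGA-GFP reporter cells at 1000 cells/well, we pinned test compounds, stimulated with recombinant TGF-beta (500 pg/mL final) and measured total well GFP after 18 h.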
Nrf2 activator = activates Nrf2 signaling; AREc32 ARE-luciferase reporter (MCF7-derived line), luminescence, 24 h; Potency, µM (series often up to 46.1 µM), without a hit: at the top dose activation, actives largely listed as activators; 410,000 tested, 0.31% active; AID 624171; also: % of control where 0% means no effect; nearly all actives have a fitted effect of over 65% in size
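ARE-driven firefly luciferase activity in AREc32 cells measured after a 24 hr compound exposure at 37 deg C, using Steady-Glo reagent and a 30 min room-temperature hold.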
Nrf2 inh = Nrf2 pathway inhibition. 360,000 tested, 2.1% active. Potency, µM (highest dose often 46 µM), without a hit: top-dose activity change, negative = inhibition, most hits filed as inhibitors. A549 ARE-Fluc reporter, luciferase luminescence, 18-24 h; also: % is scaled to controls: 0 for no effect and ±100 for the full control effect; nearly all actives have a fitted effect of over 60% in size
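Cells were seeded and rested 2 h, then exposed to compounds for 18-24 h. CellTiter-Fluor was read first as a viability measure. BugLite was added 15 min before the final luminescent read of ARE-luciferase activity in A549 cells.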
* = called active by the depositor; i = inactive; ? = inconclusive; . = not tested or not shown; & = joins results of further samples; [ ] = dose if it differs, or a comment. Calls follow the shape of the dose curve; as a rule, active = well fitted curve in the direction sought with a large enough effect; inconclusive = small, poorly fitted or top-dose-only effect, or another doubt; inactive = no such curve, though single readings can be large; an effect the other way counts as inactive or inconclusive. Potency is read from the fitted curve at half-maximal effect. This is a subset, so the mix of outcomes need not match the whole.

SMILES	MCF10A rereplic	A549 tox	ATXN2 expr inh	HepG2 viability	EPAC2 antagonist	S2 tox	TGFb inhibitor	Nrf2 activator	Nrf2 inh
Cc1ccc2cccc(OCCOCCOc3ccccc3Br)c2n1	13%	4%	-2%	-37%	0%	i	-11%	3.1%	-3%
Cc1cc(C(=O)N/N=C/c2ccc3c(c2)OCO3)c(C)o1	-49%[inhibitor]	1%	4%	-20%	13%	i	-2%	2.9%	?
CCOc1ccc(C(=O)N(CC(=O)Nc2cccc(C)c2C)CC2CCCO2)cc1OC (configuration not stated)	-2%	0%	3%	13%	15%	i	9%	-0.9%	-7%
C=CCOC(=O)C1=C[C@H](C2CCCCC2)[C@@H](CCCO)[C@H](OCC)O1	?	-14%	-29%	-26%	?	?	?	5.5%	-15%
CC(C)N(Cc1ccccc1)C(=S)Nc1ccc(OC(F)F)cc1	9%	1%	-1%	-34%	-6%	i	-17%	0.2%	?
Nc1ncc(C(=O)O)c(-c2ccccc2)n1	1%	2%	-11%	7%	22%	i	-5%	-0.6%	0%
O=C(CN1C(=O)c2ccccc2C1=O)NC1CCCCCC1	-2%	1%	-24%	16%	7%	i	-8%	0.4%	3%
COC(C(=O)Nc1ccnn1C1CCN(Cc2nccs2)CC1)c1ccccc1 (configuration not stated)	-7%	11%	-8%	-3%	22%	i	0%	0.0%	9%
COc1ccc(S(=O)(=O)N2CCCC2CNC(=O)C(=O)Nc2ccc(F)cc2)cc1 (configuration not stated)	3%	-3%	37%	-2%	-6%	i	4%	2.4%	5%
Cc1cc(F)ccc1S(=O)(=O)Nc1ccccc1C(=O)NC1CCN(Cc2ccccc2)CC1	10%	?	0%	-35%	3%	i	0%	10%	-23%
Cc1cc(N)n(-c2ccc(C)c(C)c2)n1	9%	1%	16%	-5%	3%	i	-1%	4.7%	?
CC(=O)c1ccc(S(=O)(=O)N2CCC(Oc3ccc(-n4cnnn4)cc3)CC2)cc1	1%	1%&2%	8%	5%&1%	5%	i	-1%&0%	-0.4%&-0.8%	14%&16%
Cc1cc(C)c2c(c1)cc(C)c1nnc(SCC(=O)N3CCCc4ccccc43)n12	13%	-1%	-3%	14%	6%	i	1%	0.3%	1%
Cc1ccc(C(=O)Nc2ccc(S(=O)(=O)Nc3cnc4ccccc4n3)cc2)cc1	9%	2%	71%[activator]	12%	-1%	i	-12%	3.6%	10%
CCc1nccn1CCC(=O)N1CCc2c([nH]c3ccccc23)C1CC(C)C (configuration not stated)	15%	-3%	4%	-10%	-2%	i	5%	3.4%	15%
Cc1cccc(C)c1NC(=O)CN(C)C(=O)c1ccccc1C(=O)N(C)Cc1ccccc1	?	4%	-6%	0%	2%	i	12%	0.1%	5%
COc1ccc(N(CC(=O)N/N=C/c2cc(OC)ccc2OC)S(=O)(=O)c2ccccc2)cc1	-2%	-6%	.	5%	0%	i	7%	0.6%	-7%
Cc1c(N2C(=O)c3ccccc3C2(O)c2ccccc2)c(=O)n(-c2ccccc2)n1C (configuration not stated)	-4%	-5%	7%	0%	-16%	i	-1%	-0.4%	13%
CC1(C)CC(=O)C(C=NCCN2CCN(C(=O)CCl)CC2)=C(O)C1	-2%	-10%	.	-27%	6%	i	?	?	-6%
CC(C)OC(=O)c1ccc(Cn2nnc3ccccc3c2=O)cc1	28%	-16%	24%	13%	-9%	i	-10%	3.0%	-14%
COc1ccc(Oc2ccc(/C=C/C(=O)c3cccc(OC)c3)cc2[N+](=O)[O-])cc1	6.5µM*	2%	?	-2%	16%	.	4%	-0.5%	-5%
COc1cccc(CC(=O)OCC(=O)NC(=O)c2ccc(OC(F)F)cc2)c1	0%	-9%	-4%	-9%	4%	i	-9%	0.3%	-3%
Cc1ccc(NC(=O)N(C)c2ccccc2)cc1	3%	-2%	10%	0%	1%	i	0%	0.1%	11%
CC(=O)c1ccc(OCCNS(=O)(=O)c2ccc(-n3cnnn3)c(C)c2)cc1	14%	-8%	-6%	-11%	2%	i	-3%	-0.1%	5.8µM*
Cc1cc(C)c(OCC(=O)Nc2ccccn2)c([N+](=O)[O-])c1	?	0%	-1%	3%	-8%	i	-4%	3.8%	-13%
The list continues.
SMILES	MCF10A rereplic	A549 tox	ATXN2 expr inh	HepG2 viability	EPAC2 antagonist	S2 tox	TGFb inhibitor	Nrf2 activator	Nrf2 inh
CCOC(=O)c1c(NC(N)=O)nc2n1CCC2	9%	3%	-7%	-28%	2%	i	-3%	-0.5%	-1%
Cc1c(C(=O)NCc2cccc(C(F)(F)F)c2)sc(=O)n1Cc1ccc(F)cc1	.	.	?	-6%	-11%	i	?	-0.6%	.
COc1ccc(S(=O)(=O)N(CC(=O)NN=C2CCN(C)CC2)c2ccc(C)cc2)cc1OC	-10%	13%	0%	-3%	0%	i	-9%	-0.3%	-5%
Cc1[nH]c2ccccc2c1C1(O)C(=O)Nc2ccc(Cl)cc21 (configuration not stated)	.	-3%	-17%	-21%	.	i	?	6.0%	0%
Cc1cccc(NC(=O)c2ccc(NCC3CCCO3)c([N+](=O)[O-])c2)n1 (configuration not stated)	1%	-11%	28%	-36%	1%	?	-8%	0.8%	?
Nc1ccc2nc(-c3ccc(N)c(Cl)c3)[nH]c2c1	22%	-15%	-9%	-42%	11%	?	?	6.0%	?
CC(NC(=O)CSc1nnc(-c2cccnc2)n1N)c1ccccc1 (configuration not stated)	0%	-13%	2%	-21%	8%	i	-15%	0.0%	-5%
CC(/C=N/NC(=O)c1nnn(-c2nonc2N)c1C(C)C)=C\c1ccco1	?	2%	-18%	-10%	7%	i	-22%	?	?
CC1=CC(=Nc2c(C)n(C)n(-c3ccccc3)c2=O)C=C(C)C1=O	?	-16%	?	-9%	8%	.	-1%	17%	-5%
CC(/C=N/N1CCN(c2ccccc2)CC1)=C\c1ccccc1	2%	-5%	9%	-4%	8%	i	14%	-0.7%	16%
FC(F)(F)c1cc(CCN2CCNC[C@H]2Cc2cccc3ccccc23)cc(C(F)(F)F)c1	16µM*	-1%	?	-104%	-12%	40µM*	?	-2.5%	19%
CCOC(=O)C1(C)CCCN(C(=O)c2cc(C)on2)C1 (configuration not stated)	.	.	9%	3%	7%	i	-1%	-0.2%	.
Cc1ccc(CNC(=O)c2ccc(CN3CCOCC3)cc2)cc1	1%	0%	12%	5%	-4%	i	-1%	-0.2%	20%
Cc1nn(CCCC(=O)Nc2cc(Oc3ccccc3)cc([N+](=O)[O-])c2)c(C)c1[N+](=O)[O-]	?	-3%	-24%	-18%	-11%	i	?	5.4%	?
CCC1CCC(NC2CCCCNC2=O)CC1 (configuration not stated)	11%	-1%	-1%	3%	3%	i	25%	-0.2%	.
COc1cc(/C=N/Nc2ccc3ccccc3c2)ccc1OC(=O)c1ccco1	1%	0%	51%[activator]	2%	-1%	i	-10%	22%	?
CC[C@H]1c2[nH]c3ccccc3c2C[C@@H]2C(=O)N(c3ccc(F)cc3)C(=O)N21	21%	4%	-14%	-3%	-1%	i	-1%	2.8%	?
Cc1ccc(N2NC(C)(c3cccs3)NC2=S)cc1 (configuration not stated)	17%	-2%	45%[activator]	0%	-6%	i	-1%	2.7%	8%
CCN(CC(=O)Nc1ccccc1C(F)(F)F)C(=O)CN1C(=O)NC2(CCCC2)C1=O	-1%	1%	-16%	-11%	3%	i	-6%	-0.6%	2%
CCCCCc1c(O)c2ccccc2[nH]c1=O	-4%	9%	-11%	-4%	0%	i	-13%	-0.4%	-11%
CCCn1c(SCC(=O)NCCc2ccc(Cl)cc2Cl)n[nH]c1=O	0%	1%	-2%	-26%	6%	i	4%	0.5%	10%
Cc1ccc(O)c(C(=O)/C=C/c2ccc3c(c2)OCCCO3)c1	13µM*	-1%	2%	-136%	-7%	i	?	?	1%
CN(C)S(=O)(=O)c1ccc(Cl)c(NC(=O)CN2C(=O)NC3(CCCC3)C2=O)c1	2%	1%	0%	11%	15%	i	22%	0.2%	?
COc1ccc(CCN2CC34C=CC(O3)C(C(=O)NCc3ccccc3)C4C2=O)cc1OC (configuration not stated)	4%	-8%	-7%	5%	0%	i	-4%	-0.1%	-17%
CN(C)CC[C@@H](c1ccc(Br)cc1)c1ccccn1	4%&10%	-1%	1%&0%	-1%	7%	i	0%	-0.2%	27%

The list goes on; the last 4 above are carried over.
SMILES	MCF10A rereplic	A549 tox	ATXN2 expr inh	HepG2 viability	EPAC2 antagonist	S2 tox	TGFb inhibitor	Nrf2 activator	Nrf2 inh
Cc1ccc(O)c(C(=O)/C=C/c2ccc3c(c2)OCCCO3)c1	13µM*	-1%	2%	-136%	-7%	i	?	?	1%
CN(C)S(=O)(=O)c1ccc(Cl)c(NC(=O)CN2C(=O)NC3(CCCC3)C2=O)c1	2%	1%	0%	11%	15%	i	22%	0.2%	?
COc1ccc(CCN2CC34C=CC(O3)C(C(=O)NCc3ccccc3)C4C2=O)cc1OC (configuration not stated)	4%	-8%	-7%	5%	0%	i	-4%	-0.1%	-17%
CN(C)CC[C@@H](c1ccc(Br)cc1)c1ccccn1	4%&10%	-1%	1%&0%	-1%	7%	i	0%	-0.2%	27%
CCCCc1ccc(NC(=O)Cn2nnc3sc4c(c3c2=O)CCC(C)C4)cc1 (configuration not stated)	.	5%	6%	-12%	.	i	-9%	-1.4%	2%
COCCCNC(=O)CSc1nc2cc3c(cc2c(=O)n1CCCCCC(=O)NCc1ccc2c(c1)OCO2)OCO3	.	-5%	.	-2%	.	.	-2%	-0.2%	.
Cc1ccc2nc(NC(=O)CSc3nc(=O)n(CCN(C)C)c4c3CCCC4)sc2c1	0%	3%	-9%	-1%	2%	i	-11%	3.8%	12%
CC(C)Oc1ccc(C(=O)NNC(=O)c2ccccc2C(=O)O)cc1	2%	0%	.	-17%	13%	?	-14%	4.4%	-10%
Cc1ccc([N+](=O)[O-])cc1S(=O)(=O)Nc1cccc(S(=O)(=O)Nc2ccccc2C(=O)O)c1	11%	-10%	3%	18%	-4%	i	11%	-0.9%	-1%
CCN(Cc1ccccc1)c1cc2c(c3c1ccn3C)C1CCC2O1 (configuration not stated)	.	.	-19%	-53%	?	i	?	5.9%	.
